mIAP block = mouse IAP inhibition; purified mouse IAP, CDP-Star luminescence, 30 min; inhibition, % at 10 µM; 330,000 compounds, 0.2% hits;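 active = inhibition of at least 40% at 10 µM in the primary screen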;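 note: plate controls were DMSO with enzyme for no effect and no enzyme wells for full effect; values of inactives mirror those of a sister screen read the other way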
hIAP act = increases human intestinal alkaline phosphatase activity. P09923. purified human IAP, CDP-Star luminescence, 30 min; hits give high values; 1 = vehicle-only enzyme, 0 = enzyme-free background. activation factor at 10 µM. 330,000 compounds, 0.16% hits. AID 2524;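 active = activation factor of the enzyme at least 2-fold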; note: the source names both 10 and 20 µM as test concentration; values of inactives mirror those of a sister screen read the other way
mIAP activ = mouse IAP activation. muIAP, CDP-Star luminescence, 30 min; hits give high values; 1 = vehicle-only enzyme signal, 0 = enzyme-free wells. activation factor at 10 µM. 330,000 compounds, 0.24% hits. AID 2805;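 active = activation factor of at least 2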; note: the source names both 10 and 20 µM as test concentration; values of inactives mirror those of a sister screen read the other way
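Assay system: mouse IAP enzyme; reagent: chemiluminescent substrate CDP-Star; dosing: test compounds delivered from DMSO solution; schedule: 30 min at room temperature; measured by: luminescence from enzymatic CDP-Star hydrolysis; controls: DMSO-only wells and no-enzyme negative control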
tim10-1 inh = inhibits growth of tim10-1 mutant yeast; S. cerevisiae tim10-1 ts strain growth, BacTiter-Glo, 24 h; inhibition, % at 20 µM; 330,000 compounds, 2.2% hits;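 active = inhibition of at least 40%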;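 note: mutant grown at 25 °C; 0% = DMSO wells with yeast and 100% = wells holding no yeast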
ATG4B inhibitor = blocks human ATG4B protease cleavage of LC3 substrate; Q9Y4P1; AID 504462; ATG4B cleavage of LC3-PLA2, NBD-HPC fluorescence, 1 h; inhibition, % at 8.33 µM; 340,000 compounds, 0.51% hits; in the data active = inhibition above about 40%
TIM10 inh = TIM10 yeast growth inhibition | S. cerevisiae TIM10 strain growth, BacTiter-Glo luminescence, 24 h | inhibition, % at 10 µM | 330,000 compounds, 1.4% hits | AID 463195;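 active = inhibition of 40% or more at the single tested concentration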;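 note: wild-type TIM10 isogenic control strain grown at permissive 25 °C; 0% = DMSO yeast wells and 100% = minimal medium wells without yeast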
NALP3 yeast inh = NALP3 inhibition in yeast | Yeast reconstituted NLRP3/ASC/caspase-1, beta-gal luminescence, 24 h | inhibition, % at 10 µM | 330,000 compounds, 0.39% hits | AID 2825;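 active = inhibition of 50% or more; inactive = inhibition below 50%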;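 note: plate controls were induced DMSO wells for no effect and uninduced yeast grown without galactose for full effect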
Apaf-1 inh = inhibitors of human Apaf-1 apoptosome. O14727. reconstituted apoptosome caspase-3 activity, DEVD-Rh110 fluorescence. inhibition, % at 20 µM. 330,000 compounds, 0.71% hits. AID 489030; active = inhibition of at least 40% at 20 µM;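 note: plate controls were DMSO wells for no effect and DEVD-CHO caspase inhibitor wells for full effect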
Target sequence (O14727 whole entry, looked up): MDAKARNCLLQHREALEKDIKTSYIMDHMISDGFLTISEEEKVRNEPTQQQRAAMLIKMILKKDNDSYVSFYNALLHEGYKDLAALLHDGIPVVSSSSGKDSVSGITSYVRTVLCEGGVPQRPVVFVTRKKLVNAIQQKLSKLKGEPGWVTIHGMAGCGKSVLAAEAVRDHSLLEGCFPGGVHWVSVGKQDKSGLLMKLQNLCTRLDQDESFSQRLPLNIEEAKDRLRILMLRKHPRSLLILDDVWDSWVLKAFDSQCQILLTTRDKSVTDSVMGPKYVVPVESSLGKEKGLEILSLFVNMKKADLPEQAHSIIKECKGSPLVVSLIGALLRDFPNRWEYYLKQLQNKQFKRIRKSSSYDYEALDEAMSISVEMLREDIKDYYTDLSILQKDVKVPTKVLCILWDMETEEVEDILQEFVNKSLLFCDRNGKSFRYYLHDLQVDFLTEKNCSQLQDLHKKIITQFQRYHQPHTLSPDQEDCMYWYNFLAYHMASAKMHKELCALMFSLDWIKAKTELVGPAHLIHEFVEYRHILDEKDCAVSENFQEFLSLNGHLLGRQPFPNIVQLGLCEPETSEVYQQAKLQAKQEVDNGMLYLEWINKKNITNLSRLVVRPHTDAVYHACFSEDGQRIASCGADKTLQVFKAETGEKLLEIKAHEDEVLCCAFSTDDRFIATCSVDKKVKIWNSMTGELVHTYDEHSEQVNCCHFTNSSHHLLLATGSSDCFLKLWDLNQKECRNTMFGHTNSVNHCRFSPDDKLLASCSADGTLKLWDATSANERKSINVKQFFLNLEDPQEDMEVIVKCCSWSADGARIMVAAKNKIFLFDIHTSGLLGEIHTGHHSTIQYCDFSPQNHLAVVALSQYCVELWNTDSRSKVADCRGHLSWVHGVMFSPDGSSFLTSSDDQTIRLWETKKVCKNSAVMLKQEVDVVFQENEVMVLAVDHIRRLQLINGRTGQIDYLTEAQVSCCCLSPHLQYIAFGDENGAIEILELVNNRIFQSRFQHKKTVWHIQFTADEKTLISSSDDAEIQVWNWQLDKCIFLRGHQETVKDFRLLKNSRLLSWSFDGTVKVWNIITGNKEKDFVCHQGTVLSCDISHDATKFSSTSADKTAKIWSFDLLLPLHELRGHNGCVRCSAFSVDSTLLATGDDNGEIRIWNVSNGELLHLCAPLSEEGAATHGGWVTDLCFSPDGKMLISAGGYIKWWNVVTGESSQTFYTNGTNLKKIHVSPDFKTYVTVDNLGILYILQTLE
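System: Apoptosome proteins | Medium: Hepes pH 7.5 with detergent and BSA | Also added: Cytochrome c trigger plus (Z-DEVD)2-Rh110 caspase-3 substrate | Incubation: 30 min compound preincubation, 50 min activation, room temperature | Detection: Rhodamine 110 fluorescence at Ex 480/Em 540 nm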
hIAP inh = blocks human intestinal alkaline phosphatase | AID 2544 | 330,000 compounds, 0.12% hits | inhibition, % at 10 µM | purified IAP, CDP-Star luminescence, 30 min;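 active = inhibition reaching a set limit with compound at 10 µM in the primary screen, cut at about 35% in these data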;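 note: plate controls were DMSO wells with enzyme for no effect and no-enzyme buffer wells for full effect; values of inactives mirror those of a sister screen read the other way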
* hit, by the source's call.

Letter code – A = mIAP block; B = hIAP act; C = mIAP activ; D = tim10-1 inh; E = ATG4B inhibitor; F = TIM10 inh; G = NALP3 yeast inh; H = Apaf-1 inh; I = hIAP inh
> CCOC(=O)c1nnn(-c2nonc2-n2cccc2)c1CN1CCCCC1
  A: -4; B: 1.1; C: 1; D: 15; E: -3; F: 14; G: 17; H: 26; I: -12

> CCCC(NC(=O)Cc1c(C)c2c(cc(C)c3c(C)coc32)oc1=O)C(=O)O (centres undefined)
  A: 7; B: 1.1; C: 0.93; D: 26; E: -6; F: 16; G: 10; H: 6; I: -6

> Cc1ccc(C(C)C)c(OCc2ccc(C(=O)N/N=C/c3ccc(C(=O)O)cc3)cc2)c1
  A: -1; B: 1.1; C: 1; D: 9; E: -7; F: -6; G: 4; H: 24; I: -10

> O=C(NC1CCCC1)c1cccc(S(=O)(=O)N2CCCC2)c1
  A: 2; B: 1.1; C: 0.98; D: 10; E: -2; F: 10; G: 11; H: -11; I: -7

> CN(C(=O)c1cccc(C#CC(C)(C)O)c1)C1CCCN(Cc2ccccc2F)C1 (centres undefined)
  A: 7; B: 1; C: 0.93; D: 9; E: 4; F: 0; G: 13; H: -1; I: 0

> O=C(CC1C(=O)NCCN1Cc1ccccc1C(F)(F)F)NC1CCCC1 (centres undefined)
  A: 4; B: 0.9; C: 0.96; D: 25; E: 4; F: 18; G: 12; H: 12; I: 10

> CC(NS(=O)(=O)c1ccc2c(c1)OCCO2)c1ccccc1 (centres undefined)
  A: 12; B: 0.92; C: 0.88; D: 22; E: -6; F: 9; G: 9; H: 2; I: 8

> COC(=O)c1ccc(OCC(O)CN2CCC(C)CC2)cc1 (centres undefined)
  A: 4; B: 0.91; C: 0.96; D: -24; E: -4; F: 13; G: -1; H: -14; I: 9

> O=C(/C=C/c1ccc2c(c1)OCO2)Nc1c(C(=O)O)[nH]c2ccccc12
  A: -1; B: 0.87; C: 1; D: 9; E: 2; F: 11; G: -1; H: -4; I: 13

> CCOC(=O)N(NC(=O)C(O)(c1ccccc1)c1ccccc1)c1ccccc1
  A: 4; B: 0.94; C: 0.96; D: 16; E: -10; F: 11; G: 13; H: 1; I: 6

> Cc1cccc(NC(=O)CNC(=O)COc2ccc(-c3ccc(C#N)cc3)cc2)c1C
  A: -1; B: 0.96; C: 1; D: 5; E: 16; F: 4; G: 5; H: 0; I: 4

> COc1ccc(C(CNC(=O)c2ccc(S(=O)(=O)N(C)C)cc2)N2CCCC2)cc1 (centres undefined)
  A: -3; B: 0.95; C: 1; D: 6; E: -2; F: -10; G: -18; H: 2; I: 5

> CCC(C)[C@H](NC(=O)NCc1ccco1)C(=O)O (some centres undefined)
  A: 12; B: 0.78; C: 0.88; D: 7; E: -6; F: 4; G: 2; H: -20; I: 22

> CCOc1ccc(NC(=S)N/N=C(\C)Cc2ccc(OC)cc2)cc1
  A: 10; B: 1; C: 0.9; D: 18; E: 0; F: -5; G: 15; H: 6; I: -3

> O=C(CSc1nnc(Cc2ccccc2)n1Cc1ccccc1)NCc1ccco1
  A: -1; B: 0.95; C: 1; D: 16; E: -3; F: 7; G: 2; H: -11; I: 5

> Cc1cccc(C(=O)NNC(=O)c2ccccc2C)c1
  A: 6; B: 0.87; C: 0.94; D: 11; E: 1; F: -7; G: 14; H: -1; I: 13

> CCN(CC)S(=O)(=O)c1ccc(N2CCN(c3cccc(OC)c3)CC2)c([N+](=O)[O-])c1
  A: 18; B: 0.79; C: 0.82; D: 4; E: -3; F: 12; G: 18; H: 13; I: 21

> NC(=O)COc1ccc(Cc2ncc(C(F)(F)F)cc2Cl)cc1
  A: -2; B: 1; C: 1; D: -16; E: 6; F: -24; G: 41; H: 4; I: -1

> O=C(NCC1CCCO1)c1ccc2c(c1)S(=O)(=O)c1ccccc1C2=O (centres undefined)
  A: 4; B: 0.96; C: 0.96; D: -7; E: -8; F: 12; G: 10; H: 2; I: 4

> CNC(=S)N(Cc1cc2cc(C)cc(C)c2[nH]c1=O)C1CCCC1
  A: -1; B: 1.1; C: 1; D: 16; E: -5; F: 14; G: 25; H: 2; I: -7

> CCN(CC)CCOC(=O)/C=C/c1ccccc1OC
  A: 0; B: 0.93; C: 1; D: -11; E: 0; F: 1; G: 7; H: 2; I: 7

> CCc1nc(SCC(=O)NCCc2ccc(OC)c(OC)c2)c2c(=O)n(C)c(=O)n(C)c2n1
  A: 6; B: 0.97; C: 0.94; D: 8; E: -1; F: -5; G: -2; H: 1; I: 3

> N#Cc1nc(COc2ccccc2)oc1NCCN1CCOCC1
  A: 0; B: 1.1; C: 1; D: 6; E: 4; F: 6; G: 10; H: 4; I: -11

> CCN(CC)c1ccc2c(C)c(-c3ccc(N)cc3)c(=O)oc2c1
  A: -12; B: 1.1; C: 1.1; D: 24; E: 16; F: 38; G: 14; H: 15; I: -8

> O=c1ccc(-c2ccc(S(=O)(=O)N3CCN(c4ccccc4)CC3)o2)n[nH]1
  A: 3; B: 1.4; C: 0.97; D: -8; E: 1; F: -12; G: 4; H: -4; I: -40

> COc1ccc(-n2ncc3c2CC(C)(C)CC3NC(=O)Cc2nonc2C)cc1 (centres undefined)
  A: 4; B: 1.1; C: 0.96; D: 27; E: 10; F: -1; G: 0; H: 0; I: -11

> NC(=O)c1ccc(NC(=O)CN2CCN(S(=O)(=O)c3ccc4ccccc4c3)CC2)cc1
  A: 6; B: 1.1; C: 0.94; D: 14; E: -7; F: 5; G: 2; H: 2; I: -10

> CCOc1ccc(N2CC(C(=O)Nc3ccc4c(c3)OCCO4)CC2=O)cc1 (centres undefined)
  A: -7; B: 1; C: 1.1; D: -3; E: -3; F: -14; G: 21; H: 4; I: 0

> O=C(c1cc2cc(F)ccc2[nH]1)N1CCc2ccccc21
  A: 1; B: 1; C: 0.99; D: 10; E: 6; F: -8; G: 6; H: 1; I: 0

> CCOC(=O)c1cnc(Nc2nc3ccccc3o2)nc1CSc1ncccn1
  A: 7; B: 0.87; C: 0.93; D: 13; E: 3; F: 4; G: -5; H: -1; I: 13

> Cc1cccc2nc3c(nc12)CCCC3
  A: -3; B: 1; C: 1; D: 6; E: 1; F: 1; G: 3; H: -4; I: -2

> O=c1c(-c2ccco2)[n+]([O-])c2ccccc2n1OCc1c(F)cccc1F
  A: -1; B: 0.9; C: 1; D: 21; E: 4; F: 19; G: 19; H: -17; I: 10

> COc1ccc(S(=O)(=O)N2CCCC(C(=O)NCC3CCCO3)C2)cc1C (centres undefined)
  A: 4; B: 0.94; C: 0.96; D: 8; E: -10; F: 4; G: 9; H: 3; I: 6

> Cc1c(C=O)n(C)n(-c2ccccc2)c1=O
  A: 5; B: 1; C: 0.95; D: 5; E: 5; F: 4; G: -7; H: -8; I: 0

> Cc1cccc(N2CCN(C(=O)CCN3C(=S)NC(C)(C)CC3C)CC2)c1C (centres undefined)
  A: -4; B: 1.3; C: 1; D: 29; E: -12; F: 13; G: 11; H: -7; I: -29

> COCCNC(=O)c1onc(CSc2cc(C)ccc2C)c1C(=O)O
  A: -4; B: 0.96; C: 1; D: 1; E: 0; F: -3; G: 2; H: 2; I: 4

> COc1ccc(Oc2coc3cc(OC(=O)c4cccs4)ccc3c2=O)cc1
  A: -6; B: 0.95; C: 1.1; D: 15; E: 12; F: 16; G: -11; H: 14; I: 5

> CCC1(C(=O)O)NC(c2cc(OC)ccc2O)C2C(=O)N(Cc3ccccc3)C(=O)C21 (centres undefined)
  A: 4; B: 1.2; C: 0.95; D: -21; E: -10; F: 11; G: 11; H: -8; I: -20

> O=C(c1cnn2c(C(F)(F)F)cc(-c3ccc4c(c3)OCO4)nc12)N1CCCC1
  A: 6; B: 0.92; C: 0.94; D: 8; E: -4; F: 0; G: -2; H: 9; I: 8

> CCCCCC1CC(CC(=O)Nc2ccc([N+](=O)[O-])cc2)C(=O)O1 (centres undefined)
  A: 12; B: 1; C: 0.88; D: 37; E: -18; F: 35; G: 10; H: -4; I: -4

> COc1ccc(S(=O)(=O)N(C)C[C@H]2Oc3ccc(NC(=O)Nc4ccc(C(F)(F)F)cc4)cc3C(=O)N([C@H](C)CO)C[C@@H]2C)cc1
  A: -39; B: 1.1; C: 1.4; D: -4; E: -28; F: 1; G: 14; H: 12; I: -14

> Cc1cc(C)c(C(=O)N(C)C2CCCN(Cc3ccccc3F)C2)o1 (centres undefined)
  A: 3; B: 1; C: 0.97; D: 6; E: -5; F: 12; G: 3; H: 11; I: 0

> N#CCC(=O)Nc1ccc(C(=O)OC(C(=O)Nc2cc(C(F)(F)F)ccc2Cl)c2ccccc2)cc1 (centres undefined)
  A: 13; B: 0.97; C: 0.87; D: 11; E: 3; F: 6; G: 25; H: 20; I: 3

> COc1ccc(NC(=O)CSc2nnc(-c3cccs3)n2C)cc1OC
  A: 13; B: 0.93; C: 0.87; D: 8; E: -3; F: 1; G: -2; H: -3; I: 7

> CCCCSc1nnc(CSc2ncccn2)n1C
  A: -3; B: 1.2; C: 1; D: 17; E: 4; F: -13; G: -11; H: 0; I: -18

> C=CCn1c(NC(=O)c2ccc(Br)o2)c(S(=O)(=O)c2ccccc2)c2nc3ccccc3nc21
  A: 4; B: 1.3; C: 0.96; D: 24; E: 10; F: 30; G: -1; H: 63*; I: -28

> Cc1ccc(NC(=S)NCc2ccccn2)cc1
  A: 5; B: 0.98; C: 0.95; D: -1; E: 7; F: 9; G: 21; H: 7; I: 2

> CCNC(=S)Nc1ccc(OCc2nc3ccccc3s2)cc1
  A: -5; B: 0.81; C: 1.1; D: 17; E: -4; F: 22; G: 22; H: 10; I: 19

> COC(=O)[C@@H](NCc1cccc(CN([C@H](C(=O)OC)C(C)C)S(C)(=O)=O)c1)C(C)C
  A: -1; B: 1.2; C: 1; D: 21; E: -6; F: 18; G: 22; H: 14; I: -21

> COc1cc(OC)cc(C(=O)Nc2ccc(N3CCOCC3)cc2N2CCOCC2)c1
  A: -11; B: 1.1; C: 1.1; D: 4; E: -5; F: -4; G: 10; H: 1; I: -12

> CCOCCc1nnc(NC(=O)CS(=O)(=O)Cc2ccccc2)s1
  A: -3; B: 1.1; C: 1; D: 4; E: -15; F: -16; G: 10; H: -2; I: -5

> [N-]=[N+]=CC(=O)C(c1ccccc1)(c1ccccc1)c1ccccc1
  A: 3; B: 1.1; C: 0.97; D: 14; E: -11; F: 22; G: -69; H: 1; I: -9

> C[C@H](NC(=O)NCc1ccc(F)cc1)C(=O)O
  A: 5; B: 1; C: 0.95; D: 0; E: 3; F: -16; G: 9; H: 0; I: -1

> CCOc1ccc(NC(=S)NC(=O)/C=C/c2ccc(Br)cc2)c([N+](=O)[O-])c1
  A: 16; B: 0.87; C: 0.84; D: 2; E: -4; F: -6; G: 16; H: 3; I: 13

> O=C(Nc1ccccc1F)c1ccc(Br)o1
  A: 8; B: 0.81; C: 0.92; D: -9; E: 3; F: -8; G: -10; H: -2; I: 19

> CC(=O)NC1C(=O)N=C(SCc2ccccc2)NC1=O (centres undefined)
  A: 4; B: 0.96; C: 0.96; D: -1; E: -1; F: -15; G: 0; H: 2; I: 4

> COc1cc(OC)c(OC)cc1/C=N/NC(=O)c1ccc2nc[nH]c2c1
  A: 1; B: 1; C: 0.99; D: 2; E: 4; F: 6; G: 10; H: -24; I: -4

Screening results: PubChem, Sanford-Burnham Center for Chemical Genomics
